Screens from PubChem BioAssay.
14-3-3 PPI: 14-3-3 gamma protein interaction modulation; P61981; actives 0.19% (n = 160,000); inhibition, % at 40 µM; AID 422; FP, 14-3-3gamma / TMR-pS259-Raf peptide binding; in the data active = inhibition above about 30%;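 note: 0% = protein plus tracer without compound and 100% = blank with tracer alone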
Target sequence (P61981 whole entry, looked up): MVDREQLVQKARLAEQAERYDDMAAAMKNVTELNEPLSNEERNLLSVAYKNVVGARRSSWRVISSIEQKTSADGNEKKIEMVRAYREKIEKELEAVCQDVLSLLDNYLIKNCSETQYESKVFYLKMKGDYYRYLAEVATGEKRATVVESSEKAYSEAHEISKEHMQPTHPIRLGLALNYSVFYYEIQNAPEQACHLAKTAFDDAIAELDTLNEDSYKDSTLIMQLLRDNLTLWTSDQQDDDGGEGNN
* hit, by the source's call; & = joins results of further samples. This is a subset (hit frequency here may not be typical).

14-3-3 PPI	mol
-1.6	COCC(C)n1c(C)cc(C(=O)COC(=O)c2nc3nc(C)cc(C)n3n2)c1C (stereo unspecified)
-6.4	CC(=O)N(CCO)Cc1cc2cc(C)cc(C)c2[nH]c1=O
-1.0	CC1(C)CNC(=O)c2sc(N)nc2C1
-2.6	CCOC(=O)c1c(NC(=O)c2ccccc2[N+](=O)[O-])sc2c1CCC(C)C2 (stereo unspecified)
1.4&-8.9	Nc1nc(Cl)nc2c1ncn2[C@H]1C[C@H](O)[C@@H](CO)O1
-7.7	CCOc1ccccc1NC(=O)CCS(=O)(=O)c1cc(Br)cc2c1N(C(C)=O)CC2
1.4	O=C(CCN1C(=O)c2cccc([N+](=O)[O-])c2C1=O)NCc1ccco1
-1.8	COc1ccc(NC(=O)CN2CCN(CC(=O)Nc3ccccc3F)CC2)cc1Cl
8.0	COc1ccccc1C1C=C(c2ccc(F)cc2)Nc2nc(-c3ccc(Cl)cc3)nn21 (stereo unspecified)
-2.7	COCCNC(=O)C(OC(=O)CC1Sc2ccccc2NC1=O)c1ccncc1 (stereo unspecified)
0.1	CCn1cc(C(=O)NCCCOC)c2cc(OC)c(OC)cc2c1=O
-21.8	Nc1ccc2nc(-c3ccc4nc(N)sc4c3)[nH]c2c1
-33.8	Cc1ccc(-c2ccc(-c3cc(C(=O)O)c4ccccc4n3)o2)cc1Cl
-1.3	Cc1ccc(CN2CCN(C(=O)C3CCC3)CC2)cc1
-5.1	Cc1c(C(=O)Nc2cccc(C(F)(F)F)c2)sc2ncn(CC(=O)N3CCOCC3)c(=O)c12
2.9	COc1ccc(C2=NOC(C(=O)Nc3cc(C)nn3-c3ccccc3)C2)cc1OC (stereo unspecified)
0.4	O=C(O)CCNc1ccc2c(c1)OCCO2
-5.3	N#Cc1ccc(CSc2nnc(Cc3cccs3)n2Cc2ccco2)cc1
-4.6	O=C(Nc1ccc(N2S(=O)(=O)c3ccccc3S2(=O)=O)cc1)C1CCCCC1
6.0	O=C(c1cc2cc([N+](=O)[O-])ccc2s1)N(Cc1ccccc1)Cc1ccccc1

Four entries already listed, arranged by heavy-atom count, lowest first:
14-3-3 PPI	mol
-21.8	Nc1ccc2nc(-c3ccc4nc(N)sc4c3)[nH]c2c1
1.4	O=C(CCN1C(=O)c2cccc([N+](=O)[O-])c2C1=O)NCc1ccco1
-5.3	N#Cc1ccc(CSc2nnc(Cc3cccs3)n2Cc2ccco2)cc1
6.0	O=C(c1cc2cc([N+](=O)[O-])ccc2s1)N(Cc1ccccc1)Cc1ccccc1

5 entries drawn at random from the list so far:
14-3-3 PPI	mol
-2.7	COCCNC(=O)C(OC(=O)CC1Sc2ccccc2NC1=O)c1ccncc1 (stereo unspecified)
-6.4	CC(=O)N(CCO)Cc1cc2cc(C)cc(C)c2[nH]c1=O
-5.3	N#Cc1ccc(CSc2nnc(Cc3cccs3)n2Cc2ccco2)cc1
-5.1	Cc1c(C(=O)Nc2cccc(C(F)(F)F)c2)sc2ncn(CC(=O)N3CCOCC3)c(=O)c12
-1.3	Cc1ccc(CN2CCN(C(=O)C3CCC3)CC2)cc1

Next part:
14-3-3 PPI	mol
2.9	CCCc1cc(=O)oc2cc(OCC(=O)OC)cc(OCC(=O)OC)c12
-13.0	COc1ccc(-c2cc(C(=O)N3CCN(c4ccc(F)cc4)CC3)c3ccccc3n2)cc1
-8.6	COc1ccccc1-c1nnc2sc(-c3ccc(N(C)C)cc3)nn12
-13.6	C/C=C/c1ccc(OCCCCN2C(=O)NC(C)(C)C2=O)c(OC)c1
-8.4	CC(=O)Nc1ccc(C(=O)Nc2ccc(S(=O)(=O)NCC3CCCO3)cc2)cc1 (stereo unspecified)
-2.5	CC(=O)c1ccc(OCC(C)C)c(CN2CCCCC2)c1
-1.7	O=C(Nc1ccccc1C(F)(F)F)c1cc2nc(-c3ccc4c(c3)OCO4)cc(C(F)(F)F)n2n1
-10.5&-3.0	CCCCCCn1c(CN2CCCCC2)nc2c1c(=O)n(C)c(=O)n2C
0.5&4.0	COc1ccc2c(c1OC)C(=O)OC2CC(=O)c1ccc(O)cc1 (stereo unspecified)
-0.1	CCc1ccc(Nc2cc(C(=O)NCCN3CCCC3)c3ccccc3n2)cc1
-3.1	CCC(=O)NCCc1nc2ccccc2n1C
-11.7	CCOc1ccc(C2=CC(c3ccc(C)cc3)c3ccccc3O2)cc1 (stereo unspecified)
-13.2	COc1ccc(N2CCN(C(=O)C3c4cc(OC)c(OC)cc4C(=O)N4CCc5ccccc5C34)CC2)cc1 (stereo unspecified)
5.6	O=C(Cc1c(O)c2ccccc2[nH]c1=O)NCCc1ccccc1
-8.0	COc1ccc(-c2ccc3c(N)c(C(=O)Nc4ccc(Br)cc4)sc3n2)cc1
-1.4	COCCOC(=O)C1=C(N)OC2=C(C(=O)CC(C)(C)C2)C1c1ccccc1 (stereo unspecified)
-5.0	CCN1CCN(C(=O)CSc2cc(=O)n(C)c3cc(Cl)ccc23)CC1
2.0	CNc1nc(CC(C)=O)ns1
-9.7	O=C(NCCn1ccc2ccccc21)c1cccc(F)c1
-4.4	Cc1cc(C)c(C(=O)CC2(O)C(=O)N(Cc3ccccc3)c3ccccc32)c(C)c1 (stereo unspecified)
-3.8	COC(=O)c1cccc(NC(=O)Cc2coc3cc(OC)ccc23)c1
-4.3	CCOC(=O)N1CCN(Cc2nc3c(c(=O)n(C)c(=O)n3C)n2Cc2ccccc2)CC1
-2.3	Cc1nc2ncccn2c1-c1csc(Nc2ccc(Cl)cc2)n1
-7.9	COc1cccc(-c2nn(C)c3sc(C(=O)Nc4ccc(C)cn4)cc23)c1
-7.9	CCOC(=O)N1CCN(c2cc(=O)n(-c3ccc(OCC)cc3)c(=O)[nH]2)CC1
-7.3	Cc1ccc(N2CCN(S(=O)(=O)N(C)C)CC2)cc1Cl
-4.9	Cc1cc(NC(=O)CN(C)S(=O)(=O)c2cccs2)ccc1Br
6.7	CCCOC(=O)C1=C(C)NC2=C(C(=O)CC(c3ccccc3)C2)C1c1ccc(CC)cc1 (stereo unspecified)
11.0	O=C(C1CCCN(S(=O)(=O)c2ccc(Br)s2)C1)N1CCN(c2cccc(Cl)c2)CC1 (stereo unspecified)
-4.8	CCc1ccc(C(=O)Oc2ccc(Cl)cc2)cc1
-8.0	COc1cc(S(=O)(=O)N2CCOCC2)cc(C(=O)c2nccn2C)c1OC
-6.9	O=C(O)C1C2C=CC(O2)C1C(=O)NCc1ccc2c(c1)OCO2 (stereo unspecified)
-50.6	CCOc1nc(Nc2ccc(Cl)cc2)nc(NC2CCCC2)n1
-13.7	CCC(C)(C)C1CCC2(CC1)SCC(=O)N2c1ccc(F)cc1 (stereo unspecified)
1.8	Cc1ccc(C2=NN(CCC(=O)NC3CCCC3)C(=O)CC2)cc1
-8.6	Cc1c(C#N)c2ccccc2n1CCOc1ccccc1F
0.6	Cc1ccc2nc(-c3ccc(N=Cc4ccc([N+](=O)[O-])cc4)cc3)sc2c1
1.1	CCn1c(-c2c[nH]c3ccccc23)n[nH]c1=S
-4.1	Cc1sc(=[N+]2CCCCC2)sc1SCCC(=O)O
-0.6	COc1ccccc1C1C(C(=O)NCc2ccccc2)=C(C)Nc2ncnn21 (stereo unspecified)

Some of the entries above, set out differently:
structure	14-3-3 PPI
CCC(C)(C)C1CCC2(CC1)SCC(=O)N2c1ccc(F)cc1 (stereo unspecified)	-13.7
Cc1ccc(C2=NN(CCC(=O)NC3CCCC3)C(=O)CC2)cc1	1.8
Cc1c(C#N)c2ccccc2n1CCOc1ccccc1F	-8.6
Cc1ccc2nc(-c3ccc(N=Cc4ccc([N+](=O)[O-])cc4)cc3)sc2c1	0.6

Following part.
14-3-3 PPI	mol
0.2	c1ccc(CN2CCN(Cc3ccccc3)C2c2ccco2)cc1
3.5	COc1cc2c(cc1OC)C(COc1ccccc1OC)N(C(=O)c1cccc(Br)c1)CC2 (stereo unspecified)
1.9	Cc1ccc(C)c(-c2csc(Nc3ccc(S(=O)(=O)Nc4cc(C)on4)cc3)n2)c1
-17.7	Oc1c(C(Nc2ccccn2)c2ccc3c(c2)OCO3)ccc2cccnc12 (stereo unspecified)
4.8	Cc1cc(C)cc(N2C(=O)C3C(c4ccccc4Cl)OC4(C(=O)c5ccccc5C4=O)C3C2=O)c1 (stereo unspecified)
8.8	CCN(CC)c1cc(Nc2ccc(C)c(Br)c2)c([N+](=O)[O-])c2nonc12
0.6	COc1ccc(OC)c(NC(=O)c2cc(-c3ccc(Br)cc3)nc3ccccc23)c1
-3.2	COc1ccc(-c2cc(=O)c3cc(Cl)ccc3o2)cc1
-28.6	Cc1ccc(C2CC(C(F)(F)F)n3nc(C(=O)N4CCN(c5cccc(Cl)c5)CC4)cc3N2)cc1 (stereo unspecified)
-12.3	Cc1cccc(N2CC(C(=O)Nc3ccccc3C(C)C)CC2=O)c1C (stereo unspecified)
-6.7&4.7	CCC(=O)N1CCc2cc(S(=O)(=O)NCCC(=O)N3CCN(c4ccccn4)CC3)ccc21
-7.8	CC(C)(C)NC(=O)C(c1ccccn1)N(C(=O)c1ccc2c(c1)OCCO2)C1CCCC1 (stereo unspecified)
-2.5	Brc1ccc(-c2noc(CCCc3ccccc3)n2)cc1
-4.1	COc1ccc(NC(=O)c2noc3c2CC(C(C)(C)C)CC3)cc1 (stereo unspecified)
-2.3	O=C(CSc1nc2ccccc2n1S(=O)(=O)c1cccc([N+](=O)[O-])c1)NCc1cccs1
-6.7	CN(C)C=Nc1c(Br)cc(Br)c2nonc12
1.5	CCc1ccc(C(=O)CSc2ccccc2C(=O)O)cc1
-26.0	Cn1c2c(c(=O)[nH]c1=O)C(c1ccccc1)C1=C(N2)c2ccccc2C1=O (stereo unspecified)
15.3	CC1=C(C(=O)OC2CCCC2)C(c2cccc(F)c2)C2=C(CC(C)(C)CC2=O)N1 (stereo unspecified)
-5.7	COc1ccc(CNC(=O)CCn2c(=O)c3sccc3n(Cc3cccc([N+](=O)[O-])c3)c2=O)cc1
-2.3	CC(C)CC(=O)Nc1cccc(-c2nc3ncccc3o2)c1
1.8	CCc1c(-c2ccccc2)n(-c2cccc(C(F)(F)F)c2)c2nc3c(c(=O)n(C)c(=O)n3C)n12
-2.0	CC(C)(C)c1ccc(-c2nnc(SCC(=O)N3CCOCC3)o2)cc1
0.7	O=C(Cn1c(=O)n(-c2ccc(F)cc2)c(=O)c2sccc21)NC1CCCCC1
-3.9	COCCCNC(=O)c1cc(-c2ccc(Br)s2)nc2ccccc12
-15.9	C=C(C)Cn1c(SCC(=C)Br)nc2sc3c(c2c1=O)CC(C)(C)OC3
-1.3	CN(C)c1ccc(NC(=O)CN2CCN(c3ccc(F)cc3)CC2)cc1
3.1	O=C(O)CCC(=O)c1sc(Cl)c(Cl)c1Cl
2.9	O=C1N=C(N2CCOCC2)S/C1=C1\C(=O)N(Cc2ccccc2)c2ccccc21
-4.8	COc1ccccc1CN1CCN(C(=O)c2cccs2)CC1
-15.2	COc1cccc(C=Nc2cccc3c(=O)[nH][nH]c(=O)c23)c1O
-3.6	O=C(Oc1cccc(NC2=NS(=O)(=O)c3ccccc32)c1)c1ccco1
1.4	COc1ccc(S(=O)(=O)CCc2nnc(N)s2)cc1
-12.7	O=c1c2cccnc2[nH]c(=S)n1CCN1CCN(c2cccc(Cl)c2)CC1
-2.0	Cc1nc(-c2cccc(NS(=O)(=O)c3cccc(Br)c3)c2)cs1
4.4&6.0	Cc1ccc(C(=O)Nc2nc3ccccc3c(=O)s2)cc1
-1.9	CCOC(=O)c1ccc(CNCc2ccccc2)cc1
5.3	COc1cc(OC)cc(-c2nnc(SCc3c(F)cccc3Cl)o2)c1
-22.0	CCOC(=O)c1c(NC(=O)C(C)Oc2ccc(Cl)c(C)c2)sc(C)c1C (stereo unspecified)
-3.2	CC(C)C(=O)Nc1ccc(N2CCN(C(=O)c3cccs3)CC2)cc1
1.2	COc1ccc(C2CC(C(F)(F)F)n3nc(C(=O)NCc4cn(C)nc4C)c(Cl)c3N2)cc1 (stereo unspecified)
2.5	CS(=O)(=O)N(CC(=O)NCC1CCCO1)c1ccc(F)c(Cl)c1 (stereo unspecified)
-2.9	Cc1c(NC(=O)c2ccc(Cl)cc2[N+](=O)[O-])c(=O)n(-c2ccccc2)n1C
0.5	O=C(CSc1nnc(-c2cccs2)n1-c1ccccc1)N1CCCC1
-21.9	CCOC(=O)C1CCCN(C(=O)CSCc2ccccc2)C1 (stereo unspecified)
6.4	CC1(C)CC2CC(C)(CN2C(=O)CN2C(=O)c3ccccc3C2=O)C1 (stereo unspecified)
-9.1	CC(C)(Oc1ccc(Cl)cc1)C(=O)Nc1ccc2oc(-c3ccncc3)nc2c1
-2.8	CCOC(=O)c1[nH]c(C)c(C(=O)N2CCN(C(=O)OCC)CC2)c1CC
-4.5	COc1ccc(N2CCN(C(=O)CCn3nnc4ccccc43)CC2)cc1
-43.4	CSc1nnc2c(n1)OC(c1ccc3c(c1)OCO3)Nc1ccc(Br)cc1-2 (stereo unspecified)
6.3	CCCN1C(=O)C(O)(CC(=O)c2cccc(OC)c2)c2ccccc21 (stereo unspecified)
-5.7	O=C(CC(c1ccccc1)c1cc(Cl)ccc1O)N1CCOCC1 (stereo unspecified)
-1.8	CCOC(=O)C1=CN(C)C=C(C(=O)OCC)C1c1ccc(C(C)C)cc1
-6.6	CC(=O)NC(CCS(C)(=O)=O)C(=O)Nc1ccccc1C (stereo unspecified)
-9.2	Cc1cccc(NC(=O)CSc2nc3c([nH]c4ccccc43)c(=O)n2C)c1C
2.9	CCOC(=O)c1ccc(N=Cc2cc3c(cc2[N+](=O)[O-])OCO3)cc1
-3.9	CCOC(=O)c1c(NC(=O)c2cccc(Cl)c2)sc(C(=O)NC2CCCC2)c1C
-3.5	CCN(CC)S(=O)(=O)c1ccc(F)c(C(=O)NCc2ccccc2OC)c1
3.5	COc1ccc(OCCNC(=O)c2ccccc2Cl)cc1
-4.5	C=CCn1c(NCc2ccccc2OC)nc2ccccc21
-30.1	COc1ccc(Oc2coc3cc(OCc4ccccc4)ccc3c2=O)cc1
